Compound activity as filed in PubChem BioAssay.
ROC1-CUL1 inh = inhibitors of human ROC1-CUL1 ubiquitin ligase activity | in vitro K48 di-Ub FRET, acceptor:donor ratio, 45 min | 0.6% of 140,000 active | P62877+Q13616 | inhibition, % at 10 µM; in the data active means inhibition above about 25%
Target sequence (P62877 whole entry, looked up): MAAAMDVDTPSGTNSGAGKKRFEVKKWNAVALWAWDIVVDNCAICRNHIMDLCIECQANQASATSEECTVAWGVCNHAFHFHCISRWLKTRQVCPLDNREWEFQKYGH
Target sequence (Q13616 whole entry, looked up): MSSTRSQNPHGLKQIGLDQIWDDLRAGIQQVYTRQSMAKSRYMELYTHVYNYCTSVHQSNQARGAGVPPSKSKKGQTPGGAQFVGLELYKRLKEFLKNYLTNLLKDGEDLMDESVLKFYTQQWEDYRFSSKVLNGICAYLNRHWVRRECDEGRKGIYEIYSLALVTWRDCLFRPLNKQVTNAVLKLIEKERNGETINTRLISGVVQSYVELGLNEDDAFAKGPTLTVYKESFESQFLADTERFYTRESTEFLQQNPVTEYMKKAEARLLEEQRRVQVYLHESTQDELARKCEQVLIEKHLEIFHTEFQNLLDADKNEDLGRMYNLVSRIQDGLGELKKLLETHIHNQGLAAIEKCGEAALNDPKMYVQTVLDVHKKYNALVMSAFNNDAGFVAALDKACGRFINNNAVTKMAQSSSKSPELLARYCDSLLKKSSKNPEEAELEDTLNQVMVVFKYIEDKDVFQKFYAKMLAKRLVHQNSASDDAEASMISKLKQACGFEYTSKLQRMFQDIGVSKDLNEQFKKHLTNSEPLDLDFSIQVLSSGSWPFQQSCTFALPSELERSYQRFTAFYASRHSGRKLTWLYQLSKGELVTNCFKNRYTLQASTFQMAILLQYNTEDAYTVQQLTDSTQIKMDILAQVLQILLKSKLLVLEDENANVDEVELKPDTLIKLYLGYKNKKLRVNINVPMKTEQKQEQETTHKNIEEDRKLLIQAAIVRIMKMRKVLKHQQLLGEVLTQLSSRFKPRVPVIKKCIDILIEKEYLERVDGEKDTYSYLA
Starred values were filed as active, the others as inactive; & = joins results of further samples. These rows are one share of the data (hit frequency here may not be typical).

Molecule,ROC1-CUL1 inh
C#CCN1C(=O)S/C(=C/c2cc(Cl)c(OCc3ccccc3F)c(OCC)c2)C1=O,4
COc1cccc(/C=C2/SC(=O)N(CC(=O)N3CCOCC3)C2=O)c1OC,-3
Cc1ccccc1OCC(=O)Nc1nc(-c2ccc(S(=O)(=O)N3CCOCC3)cc2)cs1,-5
CN1CCC(OC(=O)c2ccc(Cl)cc2Cl)CC1,17
CCN(CC)C(=O)C1CCN(S(=O)(=O)N(C)C)CC1,3
CC(C)Cn1c(-c2ccc(C3CCCCC3)cc2)csc1=Nc1ccc(F)cc1,-5
CCS(=O)(=O)N1CCC(C(=O)Nc2cc(Cl)ccc2Cl)CC1,2
N#Cc1c(SCCN2CCCCC2)nc2c(c1C(F)(F)F)CCCCC2,5
COc1ccc(-c2cc(C(F)(F)F)c3c(N)c(C(=O)N4c5ccccc5Sc5ccccc54)sc3n2)cc1,5
COC(=O)c1cc(NC(=O)CSc2nnc(-c3cccc(C)c3)n2N)ccc1Cl,6
O=c1/c(=C/c2cn(Cc3ccc(Cl)cc3)c3ccccc23)sc2n1C(c1cccc(F)c1)C1=C(N=2)c2ccccc2CC1 (stereo unspecified),0
Cc1cc(C)cc(N2C(=O)CS(=O)(=O)C23C(=O)N(Cc2ccccc2)c2ccccc23)c1 (stereo unspecified),0
Cc1cccc(OCC(=O)Nc2cccc(OCc3cc(=O)n4cccc(C)c4n3)c2)c1,-6
Cc1ccc(-n2nc(C(=O)N3CCN(c4ccccc4F)CC3)c3c4ccccc4n(C)c3c2=O)cc1,2
CCOc1ccc(-c2c(C)sc(=NC(=O)c3cccnc3)n2C)cc1,-9
CCCNS(=O)(=O)c1cc(-c2nn3c(C)nnc3c3ccccc23)ccc1C,1
Cc1cc(Br)c(Nc2nc(N3CCOCC3)ncc2F)cc1C,-8
CC(=O)C1=NN(c2ccc(Cl)cc2)C2(S1)SC(C(C)=O)=C(C)N2c1ccccc1 (stereo unspecified),2
CCNC(=O)N1CCNC(=O)C1CC(=O)Nc1ccc(Cl)cc1 (stereo unspecified),0
Cc1cc(C)c(S(=O)(=O)Oc2ccc(N=Cc3cccc4ccccc34)cc2)c(C)c1,1

Next part; the last two above are carried over.
Molecule,ROC1-CUL1 inh
CCNC(=O)N1CCNC(=O)C1CC(=O)Nc1ccc(Cl)cc1 (stereo unspecified),0
Cc1cc(C)c(S(=O)(=O)Oc2ccc(N=Cc3cccc4ccccc34)cc2)c(C)c1,1
CC(C)(C)c1ccc(C=C2C(=O)NC(=O)NC2=O)cc1,-7
Cc1ccc2cccc(NC(=O)c3cccc4ccccc34)c2n1,2
CC(=O)N1N=C2/C(=C/c3ccco3)CCCC2C1c1ccco1 (stereo unspecified),4
COc1cc(-c2ccccc2)[nH]c(=S)n1,4
CSc1ncnc2nn(C3OC(CO)C(O)C3O)cc12 (stereo unspecified),0
Cc1ccccc1OCC(=O)Nc1c(C)n[nH]c1C,20
O=C1CCC(CCC(=O)N2CCC(c3ccc(F)cc3)C2)(Cc2ccc3ccccc3c2)N1 (stereo unspecified),2
CC1=CC=CC2=NC(C(F)(F)F)(C(F)(F)F)N=C(c3ccc(F)cc3)N12,4
CN(Cc1ccc2c(c1)OCO2)[C@@H]1c2ccccc2C2(CCNCC2)[C@H]1O,2
C=CC(c1ccccc1)C(O)c1c(C)n(C)c(=O)n(C)c1=O (stereo unspecified),-1
C=CCOc1ccc(CNn2c(C)nnc2SCc2ccc(F)cc2)cc1OC,-3
FC(F)(F)c1cccc(NCn2nc(-c3ccccc3)oc2=S)c1,-8
Cc1ccc(CN2CCOc3ccc(C(C)(O)COc4ccccc4)cc3C2)s1 (stereo unspecified),13
O=C1NCCN1C(=O)c1ccccc1F,-7
CCCc1n(CC(O)COc2ccc(Cl)cc2)c2ccccc2[n+]1C (stereo unspecified),8
COc1ccccc1C(=O)OCC(=O)c1ccc2ccccc2c1,-3
N#Cc1c(C(=O)c2ccccc2)nn(-c2ccccc2)c1-c1ccco1,0
COc1ccc(C2CC(=O)C3C=C(c4nc(-c5cccc(Cl)c5)cs4)C(=O)N=C3C2)cc1 (stereo unspecified),-4
O=C(Cc1ccccc1)N/N=C/c1ccc(OC(F)F)cc1,6
CC(=O)Nc1ccc(S(=O)(=O)N2CCC(c3nnc(-c4ccc(C)cc4)o3)CC2)cc1,-1

Four entries from above, with each value named:
C=CC(c1ccccc1)C(O)c1c(C)n(C)c(=O)n(C)c1=O (stereo unspecified)
  ROC1-CUL1 inh = -1
C=CCOc1ccc(CNn2c(C)nnc2SCc2ccc(F)cc2)cc1OC
  ROC1-CUL1 inh = -3
FC(F)(F)c1cccc(NCn2nc(-c3ccccc3)oc2=S)c1
  ROC1-CUL1 inh = -8
Cc1ccc(CN2CCOc3ccc(C(C)(O)COc4ccccc4)cc3C2)s1 (stereo unspecified)
  ROC1-CUL1 inh = 13

Continued.
Molecule,ROC1-CUL1 inh
CCn1cc(CNC(=O)Nc2ccc(C)cc2)c(C)n1,3
CCCCNS(=O)(=O)c1ccc2nc(-c3cccnc3)cc(C(=O)NCCCOCC)c2c1,-3
COc1ccc(C2C3=C(CC(C)(C)CC3=O)N=C(C)C2C(=O)OCc2ccccc2)cc1O (stereo unspecified),1
CCC(=O)Nc1cccc(Br)c1,-1
Cc1ccc(-c2nc(CCNC(=O)C(=O)Nc3ccc(C)c(Cl)c3)cs2)cc1,4
Cc1ccc2nc(N(Cc3cccnc3)C(=O)c3ccc4c(c3)OCCO4)sc2c1,10
CCN(CC)c1nn2c(=O)c(C(=O)NCCc3cccc(C)c3)cnc2s1,-5
CCN(CC)S(=O)(=O)c1ccc2c(c1)N(CC(=O)Nc1ccc(F)cc1)C(=O)CO2,3
C=C(C)CNC(=O)C1CCCN(C2CCN(c3nc4ccccc4o3)CC2)C1 (stereo unspecified),1
Cn1c(=O)c2c(nc3n(-c4ccc(-c5nnc(N)s5)cc4)c(-c4ccccc4)cn23)n(C)c1=O,-6
CCC1CN(C(=O)N2CCC(C(=O)NCCCc3ccccc3)CC2)c2cc(C)ccc2O1 (stereo unspecified),4
Cc1ccc(-n2c(=O)oc3c(Br)cc(Br)cc3c2=O)cc1C,9
COc1ccc(OC)c(-c2csc(NC(=O)c3ccc(COc4cc(Cl)ccc4Cl)o3)n2)c1,-3
Cc1nonc1CC(=O)N1CCc2[nH]nc(-c3ccc(C(F)(F)F)cc3)c2C1,0
Cc1ccc(-n2c(SCC(=O)c3ccccc3)nc3sc4c(c3c2=O)CCCC4)cc1,-4
CC1CC(OCC(O)CN2CCN(c3ccccc3F)CC2)CC(C)(C)C1 (stereo unspecified),6
Cc1ccc(-c2cnnc(NCC3(N4CCOCC4)CCCCCC3)n2)o1,7
COCCN1CCCC2(CCN(Cc3ccc(C#CCCO)cc3)C2)C1 (stereo unspecified),-4
c1ccc(-c2cccc(-c3ccn(CCN4CCCC4)n3)c2)nc1,3
O=C(NC(N1CCCCC1)C(Cl)(Cl)Cl)c1ccccc1 (stereo unspecified),3

Sorted by the number under ROC1-CUL1 inh (largest number first): 3 from the list above
Molecule,ROC1-CUL1 inh
C#CCN1C(=O)S/C(=C/c2cc(Cl)c(OCc3ccccc3F)c(OCC)c2)C1=O,4
CCCNS(=O)(=O)c1cc(-c2nn3c(C)nnc3c3ccccc23)ccc1C,1
COCCN1CCCC2(CCN(Cc3ccc(C#CCCO)cc3)C2)C1 (stereo unspecified),-4

(cont.)
Molecule,ROC1-CUL1 inh
CCC1CCc2nc3sc(C(=O)Nc4ccc(C)cc4)c(N)c3cc2C1 (stereo unspecified),-4
O=C(Nn1cnnc1)c1ccc(N2C(=O)C3C4C=CC(C4)C3C2=O)cc1 (stereo unspecified),10
COc1ccccc1N1CCN(C(=O)CN2C(=O)COc3ccc(S(=O)(=O)N4CCCC4)cc32)CC1,3
O=S(=O)(Nc1cccnc1Cl)c1ccccc1,6
O=C(NCCc1ccco1)C1CCCN(C2CCN(C(=O)C3CC3)CC2)C1 (stereo unspecified),-4
O=C(NCC1COc2ccccc2O1)c1cccc([N+](=O)[O-])c1 (stereo unspecified),1
COc1ccc2c(c1)CC/C(=C\c1ccccc1)C2=O,-5
O=C(OCc1ccc(Cl)cc1)c1cc2ccccc2cc1O,5
COc1ccc(C(=O)Oc2ccccc2Cl)cc1Br,7
COc1ccc(-n2c(=O)c3ccc(C(=O)NCc4ccc(C)cc4)cc3n(CC(=O)Nc3ccc(C)cc3)c2=O)cc1,9
CN(C)CCCC1=Cc2cc(Cl)ccc2Sc2ccccc21,5
CCc1ocnc1C(=O)NC1CC(=O)N(CC(C)(C)C)C1 (stereo unspecified),2
COc1ccc(OCCCC(=O)Nc2ccc(Cl)c(C(F)(F)F)c2)cc1,0
Cc1nc(N(C)C2CCCCC2)ncc1C(C)NC(=O)C1(C(N)=O)CC1 (stereo unspecified),0
COc1cccc(CNC(=O)C2CCCCN2S(=O)(=O)c2ccc(F)cc2)c1 (stereo unspecified),5
Cc1nn(C)c2c1c(C(F)(F)F)cc(=O)n2C(C)C(=O)NCc1ccc(Cl)cc1 (stereo unspecified),-5
CCOc1cc(C(=O)Nn2cnnc2)cc(OCC)c1OCC,-4
Clc1c(-c2ccccc2)nn(-c2ccccc2)c1Cl,-6
CCOc1cc(C(c2c(C)[nH]c3ccccc23)c2c(C)[nH]c3ccccc23)cc(Br)c1O,4
COc1ccc(N2CCN(S(=O)(=O)CCNC(=O)c3ccc(C(F)(F)F)cc3)CC2)cc1,-5

Molecule,ROC1-CUL1 inh
COC(=O)C1=C(CSc2nc3c(cc2C#N)CCCCC3)OC(=N)C(C#N)C1c1cc(OC)ccc1F (stereo unspecified),-3
C=CCOc1ccc(/C=C2/SC(N3CCN(c4ccccc4C)CC3)=NC2=O)cc1,-4
c1ccc(C(c2ccccn2)C(c2ccccc2)c2ccccn2)cc1 (stereo unspecified),5
CCOC(=O)c1c(NC(=O)COc2ccc(CC)cc2)sc2c1CCCC2,1&1
CC(C)=CC(=O)N1CCC(Oc2ccc(C(=O)NCCN(C)C)cc2Cl)CC1,-2
Cc1cccc(C(=O)NCCc2nc3ccccc3n2CCC(C)C)c1,0
COC(=O)C(NCCc1ccc(OC)c(OC)c1)(NC(=O)c1ccccc1)C(F)(F)F (stereo unspecified),-4
Cc1nc(N2C(=O)C(=O)C(C(=O)c3ccccc3)C2c2ccccc2F)sc1C (stereo unspecified),-1
CC(=O)N[C@@H]1c2ccccc2C2(CCN(Cc3cccc4nccnc34)CC2)[C@H]1OCc1ccccc1,3
COC(=O)C1CCN(c2nncc(-c3cc(OC)c(OC)c(OC)c3)n2)CC1,5
COc1ccc(-c2nnc3c4ccccc4c(-c4ccccc4)nn23)cc1,-6
O=C(Nc1ccc(C(=O)N2CCN(c3ccccc3)CC2)cc1)c1nsc2ccccc12,7
Cc1cc(C)nc(SCC(=O)c2ccc(F)c(C)c2)n1,-7
O=C(Nc1nc(COc2ccccc2)cs1)C(c1ccccc1)c1ccccc1,2
O=[N+]([O-])c1ccc(/C=N/Nc2nc(N3CCCCCC3)nc(N3CCCCCC3)n2)o1,3
Cc1nc2ncnn2c(C)c1CCC(=O)N1CCN(c2ccc(F)cc2)CC1,6
COc1ccc(S(=O)(=O)Oc2ccc(-n3c(C)cc(C(=S)N4CCOCC4)c3C)cc2)cc1,1
Cc1cc(OCc2ccccc2)ccc1Br,-2
CN(C)S(=O)(=O)N1CCC(C(=O)Nc2ccc(F)cc2)CC1,-8
CCN(CC)CC(=O)N1N=C(c2cccs2)CC1c1ccco1 (stereo unspecified),0

Molecule,ROC1-CUL1 inh
CCN1CCN(C2(C(=O)NCCc3ccccc3)Cc3ccccc3C2)CC1,0
COc1ccc(-c2nn(-c3ccccc3)cc2/C=N/NC(=O)CSc2nnc(-c3ccncc3)n2-c2ccccc2)cc1,-3
COCCN1C(=O)CC(CC(=O)N2CCCC(c3ccccc3)C2)(c2ccccc2F)C1=O (stereo unspecified),2
CCCOc1cc(-n2nc(SC)c(C#N)c2N)nc(SC)n1,-3
NS(=O)(=O)c1cnccc1NCCc1ccccc1,7
O=C(CSc1nnc(-c2ccccc2)n1-c1ccccc1)N/N=C/c1cccc(Oc2ccccc2)c1,-3
Cc1ccc(NC(=O)C(CC(C)C)NS(=O)(=O)c2ccc3c(c2)oc(=O)n3C)c(C)c1 (stereo unspecified),-1
COc1ccc(CC(=O)N2CCc3c(cnc(C)c3CNC(=O)c3ccc4c(c3)OCO4)C2)cc1,7
COc1ccc(OCC(=O)N2CCN(C(=O)c3cccc(OC)c3)CC2)cc1,-6
O=C(CSc1nnc(NC(=O)C23CC4CC(CC(C4)C2)C3)s1)c1ccccc1,3
COc1cccc(C(=O)CC(=O)C(F)(F)F)c1,-4
O=C(NC1CCC(NC(=O)C2CCCO2)CC1)C1CCCO1 (stereo unspecified),6
O=C(O)CNS(=O)(=O)c1cc(Br)ccc1Br,-5
COC(=O)C1C(=N)SC(=N)C(C#N)C1c1cccs1 (stereo unspecified),2
COCC(=O)N1CCC(C2CCN(c3ncccn3)CC2)C1 (stereo unspecified),3
COc1ccc2c(-c3ccccc3)c(-c3ccccc3)c(=O)oc2c1,3
